Assay outcomes deposited in PubChem BioAssay by National Center for Advancing Translational Sciences (NCATS).
EPAC1 ag: qHTS for Agonist of cAMP-regulated guanine nucleotide exchange factor 3 (EPAC1): primary screen. Potency, µM (top dose mostly 154 µM), for inactives: at the highest dose activation, most hits filed as activators. Rap guanine nucleotide exchange factor 3 (Homo sapiens), O95398. actives 0.073% (n = 360,000). EPAC1 agonist qHTS, biochemical assay; response scale: 100% = response to 6.5 mM cAMP; also: potency is read from the fitted curve at half-maximal effect; nearly all actives have a fitted effect of over 60% in size
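Normalized to 6.5 mM cAMP, activity reflects EPAC1-catalysed release of BODIPY-GDP from Rap1B, followed kinetically over 30 min at 480 nm excitation, 540 nm emission. Reaction contained 100 nM EPAC1, 250 nM Rap1B-BODIPY-GDP, 50 uM GDP.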
IL2 activator: qHTS of IL-2 Activators | activation, % (series mostly up to about 46 µM) | IL-2 activation reporter assay, cell-based qHTS; stimulated with anti-CD3/CD4/CD28 beads; in transgenic mouse T cells | actives 0.065% (n = 360,000); in the data active = activation above about 50%; inconclusive = mostly about 30% to 49%; also: 0% is about no effect
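Unstimulated transgenic mouse T cells preincubated 60 min with compound, then stimulated with anti-CD3/anti-CD4-coated beads plus anti-CD28 for 18 h at 37 degrees C. IL-2 response read as EGFP and DsRed fluorescence by plate cytometry.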
GLP1R cytotox: qHTS of GLP-1 Receptor Inverse Agonists: Cytotox Screen | Potency, µM (series often up to 38.3 µM), for the others: top-dose activity change, negative = inhibition, most hits filed as inhibitors | HEK293 cAMP-luciferase reporter cells, luminescence, 24 h | actives 0.13% (n = 410,000) | AID 624418, 2012;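 also: loss of luciferase light is scored as toxicity; potency is read from the fitted curve at half-maximal effect; % is scaled to controls: 0 for no effect and ±100 for the full control effect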
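MLSMR compounds, 24 hr on cells at 37 deg C/5% CO2; luminescence after luciferase reagent (12 min RT). Inhibition counted as the undesired cytotoxic outcome.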
GLP-1R agonist: qHTS of GLP-1 Receptor Agonists. Glucagon-like peptide 1 receptor (Homo sapiens), P43220. actives 0.007% (n = 380,000). Potency, µM (doses to about 45.6 µM), inactives show top-dose activation, actives largely listed as activators. HEK293 GLP-1R CRE-luciferase, luminescence, 4-6 h; cells express a hypersensitive GLP-1R form; also: potency is read from the fitted curve at half-maximal effect; % of control where 0% means no effect
Target sequence (P43220 whole entry, looked up): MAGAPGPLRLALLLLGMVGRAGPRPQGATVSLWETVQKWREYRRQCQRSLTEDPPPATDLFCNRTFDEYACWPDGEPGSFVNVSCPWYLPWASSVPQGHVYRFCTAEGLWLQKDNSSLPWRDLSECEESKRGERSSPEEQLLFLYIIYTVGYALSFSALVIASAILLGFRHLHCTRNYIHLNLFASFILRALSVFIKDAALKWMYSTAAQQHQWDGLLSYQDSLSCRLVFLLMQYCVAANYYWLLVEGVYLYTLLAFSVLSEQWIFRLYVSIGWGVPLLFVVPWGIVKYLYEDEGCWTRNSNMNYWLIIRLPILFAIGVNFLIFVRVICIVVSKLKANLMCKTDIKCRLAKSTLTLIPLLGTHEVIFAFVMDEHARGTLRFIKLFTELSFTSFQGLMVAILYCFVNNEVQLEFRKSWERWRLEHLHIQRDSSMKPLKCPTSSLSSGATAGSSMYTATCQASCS
PI5P4Ka inh: qHTS for Inhibitors of phosphatidylinositol 5-phosphate 4-kinase (PI5P4K). Phosphatidylinositol 5-phosphate 4-kinase type-2 alpha (Homo sapiens), P48426. PI5P4Kalpha enzyme, ADP-Glo luminescence, 60 min; stronger effect = lower value. max response, %. actives 1.2% (n = 330,000); active = max response of -50% or lower; inconclusive = between -30% and -50%; inactive = -30% or higher; also: value at the top dose of about 77 µM; % is scaled to controls: 0 for no effect and ±100 for the full control effect
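Luminescence from ADP-Glo served as readout of PI5P4Kalpha activity in a qHTS format. Reaction: enzyme, substrate, compound, ATP at 5 microM final, 60 min at RT.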
PLK1 PBD block: qHTS for Inhibitors of PLK1-PDB (polo-like kinase 1 - polo-box domain): Primary Screen; Serine/threonine-protein kinase PLK1 (Homo sapiens), P53350; Plk1 PBD binding of FITC phosphopeptide, fluorescence polarization; Potency, µM, for the others: max response, negative = inhibition, hits mostly inhibitors; actives 2.8% (n = 360,000); AID 720504, 2013; also: potency is read from the fitted curve at half-maximal effect; series mostly up to about 57 µM; % is scaled to controls: 0 for no effect and ±100 for the full control effect; nearly all actives have a fitted effect of over 65% in size
GLP-1R inv ag: qHTS of GLP-1 Receptor Inverse Agonists (Inhibition Mode); HEK293 GLP-1R CRE-luciferase, luminescence, 24 h; GLP-1R form is constitutively active; Potency, µM (top dose mostly 38.3 µM), inactives show top-dose activity change, negative = inhibition, most hits filed as inhibitors; actives 1.6% (n = 410,000); AID 624417, 2012; also: potency is read from the fitted curve at half-maximal effect; % is scaled to controls: 0 for no effect and ±100 for the full control effect; nearly all actives have a fitted effect of over 55% in size
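Seeding at 200 cells/uL, 12 h culture, 24 hr compound treatment, then luciferase reagent and a luminescence read; cells are HEK293 stably expressing a constitutively active GLP-1R plus cAMP-responsive luciferase.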
EPAC1 antagonist: qHTS for Antagonist of cAMP-regulated guanine nucleotide exchange factor 3 (EPAC1): primary screen; EPAC1 GEF assay, Rap1b-BODIPY-GDP exchange fluorescence; Potency, µM (highest dose often 115 µM), inactives show at the highest dose activity change, negative = inhibition, hits mostly inhibitors; actives 0.14% (n = 360,000);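 also: potency is read from the fitted curve at half-maximal effect; plate controls were vehicle for no effect and positive control for full effect; nearly all actives have a fitted effect of over 50% in size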
PTHR1 ag: qHTS for PTHR1 Agonists: Primary Screen. HEK293 GP2 PTHR1 cells, GloSensor cAMP luminescence, 1 h. AID 743266, 2014. Parathyroid hormone/parathyroid hormone-related peptide receptor (Homo sapiens), Q03431. Potency, µM (highest dose often 115 µM), for the others: top-dose activation, hits mostly activators. actives 0.075% (n = 410,000); also: potency is read from the fitted curve at half-maximal effect; nearly all actives have a fitted effect of over 55% in size; some results filed as inactive show a strong effect at the top dose; inactives centre near -15; many of its hits are not listed in these tables
Target sequence (Q03431 whole entry, looked up): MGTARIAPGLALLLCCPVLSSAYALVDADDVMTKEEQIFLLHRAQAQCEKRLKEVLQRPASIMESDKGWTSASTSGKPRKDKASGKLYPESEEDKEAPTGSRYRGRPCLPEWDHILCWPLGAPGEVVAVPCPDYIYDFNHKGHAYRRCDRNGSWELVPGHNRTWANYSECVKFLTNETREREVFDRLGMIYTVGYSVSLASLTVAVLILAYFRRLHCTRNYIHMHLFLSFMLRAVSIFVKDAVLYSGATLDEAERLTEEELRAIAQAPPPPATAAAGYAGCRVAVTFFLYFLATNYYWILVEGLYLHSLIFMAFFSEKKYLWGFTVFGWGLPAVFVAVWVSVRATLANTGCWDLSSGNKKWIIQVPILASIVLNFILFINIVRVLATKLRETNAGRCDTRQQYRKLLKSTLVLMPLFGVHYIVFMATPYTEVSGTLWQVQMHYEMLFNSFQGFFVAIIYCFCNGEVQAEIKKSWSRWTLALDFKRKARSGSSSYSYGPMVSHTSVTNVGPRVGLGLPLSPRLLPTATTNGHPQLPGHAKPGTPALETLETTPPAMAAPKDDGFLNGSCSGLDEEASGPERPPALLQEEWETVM
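HEK-293-derived GP2 cells expressing PTHR1 and a GloSensor cAMP reporter, 3,000/well, plated overnight, given luciferin plus IBMX (each 0.5 mM as added) for 1 h at 37 °C, then compound for 1 h at 37 °C. Luminescence was read after 15 min at room temperature.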
* marks the source's active call; other numbers are inactive results; i = inactive; ? = inconclusive; nt = no result given; & = joins results of further samples; [ ] = remark or other dose. Unless noted, calls follow the shape of the dose curve; as a rule, active = well fitted curve in the direction sought with a large enough effect; inconclusive = small, poorly fitted or top-dose-only effect, or another doubt; inactive = no such curve, though single readings can be large; an effect the other way counts as inactive or inconclusive. These rows are one share of the data. The share of hits here may be higher or lower than overall.

nr	smiles	EPAC1 ag	IL2 activator	GLP1R cytotox	GLP-1R agonist	PI5P4Ka inh
1	CC(C)c1ccc(NC(=O)CCCN2C(=O)NC(C)(C)C2=O)cc1	6%	-0.7	-19%	1%	0
2	Cc1ncc(C[n+]2ccc(C)c(C)c2)c(N)n1	9%	0.0	-5%	-4%	-3
3	COc1cccc(N2CCN(c3c(C#N)c(C(F)(F)F)nn3C)CC2)c1	0%	0.0	0%	-19%	0
4	CCCn1c(/C=C/c2ccco2)nc2ccccc21	-29%	0.1	3%	2%	-52*
5	CCN(c1ccc(OC)cc1)c1ncnc2nc[nH]c12	-13%	-1.3	-3%	-7%	-9
6	c1ccc2c(c1)CCN(Cc1nnnn1Cc1ccc3c(c1)OCO3)C2	5%	0.1	-3%	-1%	10
7	CCN(CC)C(=O)C1CCCN(c2ccc([N+](=O)[O-])cc2/C=N/NC(=O)c2cccc(O)c2)C1 (configuration not stated)	-7%	-1.8	?	-14%	0
8	O=C(N/N=C1\CCc2ccccc21)c1ccncc1	-9%	-3.1	14%	-2%	-1
9	CS/C(=N\S(=O)(=O)c1ccc(N)cc1)NS(=O)(=O)c1cccs1	12%	-0.4	4%	-6%	7
10	COC(=O)c1ccc2nc(-c3ccccc3)c(Cc3ccc(OC)cc3C)n2c1	7%	-0.6	-1%	22%	-4

nr	PLK1 PBD block	GLP-1R inv ag	EPAC1 antagonist	PTHR1 ag
1	1%	-20%	-1%	i
2	-5%	5%	-14%	i
3	4%	?	4%	-49%[inhibitor][57.5 µM]
4	-15%	?	?	i
5	-2%	?	-1%	-18%
6	-2%	?	-1%	-8%
7	-3%	0%	0%	i
8	-8%	-29%	-18%	?
9	-13%	-8%	0%	0%[57.5 µM]
10	-8%	0%	-18%	-33%[inhibitor]

Following part.
nr	smiles	EPAC1 ag	IL2 activator	GLP1R cytotox	GLP-1R agonist	PI5P4Ka inh
11	COC(=O)/C=C1\SC(=Nc2ccccc2)NC1=O	-10%	-2.4	2%	4%	-3
12	CC(C)C(NC(=O)c1cccc(S(=O)(=O)N2CCOCC2)c1)C(=O)NCc1ccc(Cl)cc1 (configuration not stated)	-25%	-1.0	2%	-2%	-3
13	COc1cc(OC)c(OC)cc1/C=N/n1c(COc2ccccc2)n[nH]c1=S	4%	-2.5	19%	11%	-20
14	O=C(CNCc1ccc(Cl)cc1)NCc1ccco1	4%	4.0	5%	-7%	0
15	CN(C)C(=O)c1cnc(-c2ccccc2)nc1-c1ccccc1	-5%	-3.3	-7%	12%	-2
16	CC(CC(=O)O)CC(=O)Nc1cccc([N+](=O)[O-])c1 (configuration not stated)	-3%	1.3	-6%	-2%	12
17	COc1ccc2c(C)cc(SCC(=O)Nc3cc(C(N)=O)cc(C(N)=O)c3)nc2c1	2%	-2.3	?	19%	6
18	COc1cccc(CN(C)Cc2cc(=O)oc3cc(O)c(Cl)cc23)c1	-1%	1.8	218%[activator]	3%	-78*
19	Cc1ccccc1-c1nnn(CC(=O)N(C)CC(=O)Nc2ccccc2C(F)(F)F)n1	-5%	-4.5	-3%	5%	5
20	CCNC(=O)C1CCN(S(=O)(=O)c2ccc(F)cc2)CC1	-2%	-2.3	5%	-9%	-20

nr	PLK1 PBD block	GLP-1R inv ag	EPAC1 antagonist	PTHR1 ag
11	-6%	15%	5%	-14%
12	1%	?	-1%	-13%
13	27µM*	0%	-8%	-5%
14	-7%	-6%	-1%	i
15	-8%	0%	-12%	i
16	-2%	6%	2%	14%
17	-6%	?	-18%	-33%[inhibitor]
18	-4%	-8%	-1%	-33%[inhibitor]
19	4%	-17%	13%	-43%[inhibitor]
20	21µM*	9%	-6%	i

Other records
nr	smiles	EPAC1 ag	IL2 activator	GLP1R cytotox	GLP-1R agonist	PI5P4Ka inh
21	CCOc1ccccc1C1C2CCCCC2(O)CCN1C(=O)c1cccs1 (configuration not stated)	-2%	0.1	-13%	-3%	1
22	O=C(CCN1CCCCC1)Nc1ccc(F)c(F)c1	-11%	-1.6	-11%	-1%	4
23	O=C(OCC(=O)N1CCCC1)c1cc(=O)c2ccccc2o1	-2%	-0.3	6%	-4%	-2
24	O=C(CN(C(=O)CCC(=O)Nc1nccs1)c1ccc2c(c1)OCO2)NCC1CCCO1 (configuration not stated)	2%	1.2	46%	-3%	-6
25	Cc1ccc(Cn2c(CCNc3nc(-c4ccc(Cl)c([N+](=O)[O-])c4)cs3)nc3cc(C(=O)NCCCO)ccc32)cc1	7%	-0.6	11%	5%	-11
26	CCn1cnc2c(Nc3cc(F)cc(F)c3)nc(C#N)nc21	-10%	0.0	nt	2%	nt
27	COc1ncccc1C(=O)N1CCCC(N2CCN(c3ccc(F)cc3)CC2)C1 (configuration not stated)	-4%	-2.8	6%	-6%	12
28	COCCCNC(=O)c1ccc(S(=O)(=O)c2ccc(C)cc2)c(NC(C)=O)c1	7%	0.5	18%	2%	8
29	C=CCn1c(C(C)NC(=O)COC)nc2ccccc21 (configuration not stated)	9%	-2.4	-16%	9%	-10
30	CCN(CC)C(=O)CN1C(=O)C2(NC(=O)c3ccccc3N2)c2ccccc21 (configuration not stated)	-1%	-3.2	-16%	-1%	-4

nr	PLK1 PBD block	GLP-1R inv ag	EPAC1 antagonist	PTHR1 ag
21	2%	4%	-10%	i
22	-1%	0%	-1%	i
23	-5%	6%	-7%	-14%
24	-6%	7%	-6%	i
25	-25%	?	-8%	i
26	nt	nt	-2%	-73%[inhibitor]
27	-10%	-23%	11%	-82%[inhibitor]
28	-2%	13%	3%	0%
29	-4%	5%	-1%	-22%
30	-1%	14%	-5%	-5%

4 of the entries above in order of their number in IL2 activator, high to low:
entry	Molecule	IL2 activator
6	c1ccc2c(c1)CCN(Cc1nnnn1Cc1ccc3c(c1)OCO3)C2	0.1
3	COc1cccc(N2CCN(c3c(C#N)c(C(F)(F)F)nn3C)CC2)c1	0.0
20	CCNC(=O)C1CCN(S(=O)(=O)c2ccc(F)cc2)CC1	-2.3
30	CCN(CC)C(=O)CN1C(=O)C2(NC(=O)c3ccccc3N2)c2ccccc21 (configuration not stated)	-3.2

The listing continues:
nr	smiles	EPAC1 ag	IL2 activator	GLP1R cytotox	GLP-1R agonist	PI5P4Ka inh
31	Cc1ccccc1N=C1c2cc([N+](=O)[O-])ccc2-c2ncccc21	0%	-0.8	-5%	1%	25
32	COc1cc(C(=O)N/N=C(\C)c2ccc(NC(=O)Cc3ccccc3)cc2)ccc1O	9%	-2.2	-2%	5%	8
33	Cc1ncsc1CCC(=O)N1CCCC(C(=O)c2cccc(Cl)c2)C1 (configuration not stated)	3%	-4.1	-14%	0%	4
34	CCCOc1ccc(C(=O)OCC(=O)c2c(N)n(C)c(=O)n(C)c2=O)cc1OC	-10%	0.6	3%	2%	-6
35	NCC(O)COc1ccc2c(c1)OCO2 (configuration not stated)	-9%	-2.5	-10%	-4%	3
36	Cc1cc(C)c2[nH]c(=O)c(CN(Cc3ccc4c(c3)OCO4)Cc3nnnn3C3CCCC3)cc2c1	10%	-2.7	-12%	10%	nt
37	COc1ccccc1NC(=O)C1CCN(C(=O)NCc2ccccc2)CC1	-13%	-0.8	-7%	-5%	-2
38	O=C(CSCc1nc2c(nnn2Cc2ccc(F)cc2)c(=O)[nH]1)Nc1c(Cl)cc(Cl)cc1Cl	5%	0.0	-1%[7.66 µM]	-2%	5
39	CCc1nnc(N/N=C/c2ccccc2Cl)n1N	16%	-0.5	21%	-3%	nt
40	CCCCNC(=S)NNC(=O)c1sccc1C	-2%	-2.7	-11%	1%	nt
41	Cc1ccc(C)c(NC(=O)C2CCC(C)(C(=O)O)C2(C)C)c1 (configuration not stated)	6%	-1.9	-9%	2%	0
42	Cc1nn(CC(=O)N2CCN(c3ccccc3)CC2)c(=O)c2cccn12	4%	0.5	2%&-13%	1%	-1

nr	PLK1 PBD block	GLP-1R inv ag	EPAC1 antagonist	PTHR1 ag
31	-20%	3%	-24%	i
32	-8%	-4%	10%	-12%
33	-7%	-13%	11%	-39%[inhibitor]
34	-2%	5%	7%	i
35	?	0%	8%	-14%
36	-3%	0%	-2%	-11%[57.5 µM]
37	1%	1%	-10%	22%
38	-11%	-2%[7.66 µM]	10%	-25%
39	-6%	2%	-5%	i
40	-14%	-6%	8%	i
41	5%	0%	4%	i
42	-10%	-4%&1%	16%	i

Down the list, as entered above.
Compounds 35–40 in GLP-1R agonist read -4%, 10%, -5%, -2%, -3%, 1%
Compounds 35–40 in GLP1R cytotox read -10%, -12%, -7%, -1%[7.66 µM], 21%, -11%

2 entries from above, with values under each structure:
Order of values: EPAC1 ag | IL2 activator | GLP1R cytotox | GLP-1R agonist | PI5P4Ka inh | PLK1 PBD block | GLP-1R inv ag | EPAC1 antagonist | PTHR1 ag
3	COc1cccc(N2CCN(c3c(C#N)c(C(F)(F)F)nn3C)CC2)c1
  0% | 0.0 | 0% | -19% | 0 | 4% | ? | 4% | -49%[inhibitor][57.5 µM]
4	CCCn1c(/C=C/c2ccco2)nc2ccccc21
  -29% | 0.1 | 3% | 2% | -52* | -15% | ? | ? | i
